Compound activity: PubChem BioAssay, National Center for Advancing Translational Sciences (NCATS)
APE1 inh – inhibitors of human APE1 endonuclease | 350,000 compounds, 0.35% hits | P27695 | recombinant APE1, TAMRA/BHQ-2 abasic DNA cleavage fluorescence | Potency, µM (titrated, usually from 65.8 µM), without a hit: at the top dose activity change, negative = inhibition, usual class: inhibitors;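 further: potency means the concentration at half of the fitted maximal effect; plate controls were vehicle for no effect and reference inhibitor for full effect; nearly all actives have a fitted effect of over 55% in size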
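Activity was derived from the fluorescence gain between first and third kinetic reads (60 s intervals, ex 525/em 598 nm) after 50 nM THF-abasic TAMRA/BHQ-2 duplex was added to 0.75 nM APE1 preincubated 15 min with compound.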
Apoferritin bind – candidate novel general anesthetic via apoferritin binding | P02791 | apoferritin/1-aminoanthracene competitive binding, fluorescence | Potency, µM (top dose mostly 77.5 µM), inactives show at the highest dose activity change, negative = displacement, most hits filed as inhibitors | 350,000 compounds, 0.074% hits | AID 485281; further: potency means the concentration at half of the fitted maximal effect; on the % scale 0 is the no-effect control and ±100 the full control effect; nearly all actives have a fitted effect of over 20% in size
Target sequence (P02791 2-175 limits assumed): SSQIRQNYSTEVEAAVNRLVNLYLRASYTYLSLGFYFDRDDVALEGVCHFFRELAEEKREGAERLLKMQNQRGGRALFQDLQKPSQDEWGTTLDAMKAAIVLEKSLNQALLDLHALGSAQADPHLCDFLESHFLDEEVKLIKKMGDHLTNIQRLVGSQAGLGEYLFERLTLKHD
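In PBS, apoferritin at 10 uM is loaded with 1-AMA from a 50% saturated solution. After 10 min of compound exposure at ambient temperature, reduced 535 nm fluorescence indicates probe displacement.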
Pol beta inh – inhibitors of human DNA polymerase beta | P06746 | Pol beta primer extension/strand displacement, fluorescence kinetic | Potency, µM (series often up to 114 µM), without a hit: at the top dose activity change, negative = inhibition, actives largely listed as inhibitors | 340,000 compounds, 1.3% hits; further: potency means the concentration at half of the fitted maximal effect; on the % scale 0 is the no-effect control and ±100 the full control effect
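Curves were derived by four-parameter Hill fits of normalized qHTS data. The kinetic fluorescent primer-extension read was taken at 0 and 10 min after 50 nM substrate, following a 15 min room-temperature preincubation of 10 nM enzyme with compounds.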
Pol iota inh – blocks human DNA polymerase iota activity. Q9UNA4. Pol iota fluorescent replication assay, 10 min. Potency, µM (titrated, usually from 115 µM), without a hit: at the highest dose activity, negative = inhibition, most hits filed as inhibitors. 390,000 compounds, 1% hits; further: potency means the concentration at half of the fitted maximal effect
Target sequence (Q9UNA4 whole entry, looked up): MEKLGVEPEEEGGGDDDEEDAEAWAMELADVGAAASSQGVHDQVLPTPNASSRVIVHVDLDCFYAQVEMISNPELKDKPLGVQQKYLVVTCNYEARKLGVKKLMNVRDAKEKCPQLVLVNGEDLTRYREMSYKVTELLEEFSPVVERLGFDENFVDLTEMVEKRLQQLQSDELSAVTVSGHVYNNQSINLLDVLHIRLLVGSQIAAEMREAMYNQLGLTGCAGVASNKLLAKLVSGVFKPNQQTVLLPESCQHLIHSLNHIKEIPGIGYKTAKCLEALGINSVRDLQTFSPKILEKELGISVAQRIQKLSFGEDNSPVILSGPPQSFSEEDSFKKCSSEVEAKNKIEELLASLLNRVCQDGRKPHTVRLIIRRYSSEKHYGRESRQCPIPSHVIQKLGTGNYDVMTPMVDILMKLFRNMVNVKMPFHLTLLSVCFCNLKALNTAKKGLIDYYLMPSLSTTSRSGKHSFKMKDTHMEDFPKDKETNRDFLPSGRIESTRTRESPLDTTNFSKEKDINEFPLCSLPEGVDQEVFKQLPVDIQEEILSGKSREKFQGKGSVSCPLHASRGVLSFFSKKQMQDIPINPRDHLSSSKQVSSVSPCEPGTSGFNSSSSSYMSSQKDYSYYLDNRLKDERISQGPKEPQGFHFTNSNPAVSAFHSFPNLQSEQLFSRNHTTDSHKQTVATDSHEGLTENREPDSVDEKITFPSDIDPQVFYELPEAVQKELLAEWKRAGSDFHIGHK
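Fluorescent replication assay read twice, at 0 min and 10 min after adding 50 nM (final) substrate. Enzyme (10 nM) and compounds were first incubated 15 min at room temperature; enzyme-free buffer wells were negative controls.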
Glioma ERSR ind – inducers of ER stress response in human glioma cells. 420,000 compounds, 0.02% hits. AID 602332. Potency, µM, for inactives: top-dose activation, most hits filed as activators. U87-MG GRP78 promoter luciferase reporter, 16 h; further: potency means the concentration at half of the fitted maximal effect; series mostly up to about 76 µM; % of control where 0% means no effect; nearly all actives have a fitted effect of over 35% in size
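ERSR induction read as luciferase luminescence (Bright-Glo, 10 min at room temperature) in stably transfected human U87-MG glioma cells exposed to compounds for 16 h, using GRP78 as sensor.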
BLM helicase inh – inhibitors of human Bloom syndrome helicase BLM; AID 2528; 350,000 compounds, 0.2% hits; recombinant BLM DNA unwinding, fluorescence dequenching; Potency, µM (highest dose often 56.1 µM), without a hit: at the highest dose activity change, negative = inhibition, actives largely listed as inhibitors; P54132;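 further: potency means the concentration at half of the fitted maximal effect; plate controls were vehicle for no effect and no enzyme for full effect; nearly all actives have a fitted effect of over 35% in size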
POLH inh – DNA polymerase eta (human) inhibition; Q9Y253; recombinant Pol eta, fluorescent DNA replication assay; Potency, µM (doses to about 114 µM), inactives show at the highest dose activity change, negative = inhibition, usual class: inhibitors; 390,000 compounds, 1.2% hits; AID 588591; further: potency means the concentration at half of the fitted maximal effect; on the % scale 0 is the no-effect control and ±100 the full control effect
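Fluorescent replication assay: 50 nM final substrate added after a 15 min room-temperature compound preincubation with 10 nM enzyme. Signal taken at 0 min and again at 10 min.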
LDHA block – blocks human lactate dehydrogenase A; AID 1347041; activity change, % (values are at about 110 or 230 µM); 480,000 compounds, 0.15% hits; P00338; purified LDHA, NADH/diaphorase-resazurin fluorescence; stronger effect = lower value; in the data active means activity change below about -30%; inconclusive means mostly about -25% to -30%;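 further: plate controls were DMSO wells for no effect and wells without enzyme for full effect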
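Remaining NADH was detected by diaphorase (0.133 mg/mL) converting 37 µM resazurin to fluorescent resorufin, read at 0 and 20 minutes. The preceding 5-minute room-temperature reaction used 2 nM LDHA, 0.2 mM sodium pyruvate and 0.06 mM NADH at pH 7.4.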
Pol kappa inh – blocks human DNA polymerase kappa activity; Q9UBT6; purified Pol kappa, fluorescent DNA synthesis assay, 10 min; Potency, µM (titrated, usually from 107 µM), inactives show at the highest dose activity, negative = inhibition, hits mostly inhibitors; 400,000 compounds, 0.53% hits; AID 588579; further: potency means the concentration at half of the fitted maximal effect; on the % scale 0 is the no-effect control and ±100 the full control effect
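Enzyme at 10 nM met test compounds for 15 min at room temperature. Substrate addition (50 nM final) began the reaction, which was monitored by fluorescence at 0 and 10 min.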
Active calls of the source: *; u = inconclusive; x = no result given; & = joins results of further samples; [ ] = remark or other dose. Unless noted, the call rests on the fitted dose curve; in most records, active means well fitted curve in the direction sought with a large enough effect; inconclusive means small, poorly fitted or top-dose-only effect, or another doubt; inactive means no such curve, though single readings can be large; an effect the other way counts as inactive or inconclusive. An excerpt (hit frequency here may not be typical).

SMILES	APE1 inh	Apoferritin bind	Pol beta inh	Pol iota inh	Glioma ERSR ind	BLM helicase inh	POLH inh	LDHA block	Pol kappa inh
Cc1ccc(-c2nc3cc(Cl)ccc3o2)cc1NC(=O)c1cc2ccccc2o1	x	-8.4%	1.5%	-19.9%	7.2%	-4.0%	-6.4%	-5.2	-39.0%
COc1ccc(Br)cc1/C=C/C(=O)OCC(=O)NCCc1ccc(S(N)(=O)=O)cc1	14.7%	x	x	-16.0%	-2.8%	x	-2.8%	-12.9	0.8%
Cc1cccc(-n2c(-c3csc(C(C)C)c3)n[nH]c2=S)c1	8.6%	-16.9%	-25.8%	-2.1%	-2.6%	-3.0%	-10.4%	-1.2	-2.5%
COc1ccc2c(CC(=O)NC3CCCc4ccccc43)coc2c1 (stereo unspecified)	-4.5%	-17.4%	1.6%[57.1 µM]	4.7%	-1.3%	-4.5%	-16.7%	-3.8	-22.5%
CCOC(=O)c1c(NC(=O)c2cccs2)sc2c1CCN(C(=O)OCC)C2	-3.9%	-5.0%	7.8%	15.0%	-2.3%	3.3%	-17.1%	-7.3	4.4%
COc1ccc(CNCC(O)COc2ccc(C)cc2[N+](=O)[O-])cc1 (stereo unspecified)	0.7%	-1.9%	-1.9%	5.9%	-1.2%	-1.5%	-8.9%	-14.8	-13.2%
O=C(CS(=O)(=O)c1cccc2nsnc12)Nc1ccccc1Cl	x	-0.8%	-2.2%	16.5%	-3.5%	-0.9%	-12.8%	-14.6	-8.4%[60.1 µM]
Cc1cc(/C=N\NC(=O)CC(=O)NC2CCCCC2)c(C)n1-c1cccc(Cl)c1Cl	u	u	-12.7%	-4.1%	-2.8%	-6.7%	-17.6%	-1.4	-15.9%
O=C(COC(=O)c1cccs1)Nc1cccc(Cl)c1	-7.5%	x	x	17.4%	-4.9%	x	-13.7%	-3.3	1.0%
Cc1ccc(-c2nc(CS(=O)CC(=O)NCc3ccco3)c(C)o2)cc1 (stereo unspecified)	-6.1%	2.7%	38.0%	4.8%	-4.9%	-2.1%	-6.1%	-1.7	-7.5%
Cc1ccc(S(=O)(=O)NCC(=O)NCC(=O)OC(C(=O)NC(N)=O)C(C)C)cc1C (stereo unspecified)	0.8%	5.3%	1.2%	4.1%	1.0%	-2.9%	-2.9%	2.4	0.5%
CN(C)Cc1c(O)ccc2oc(Cc3ccccc3)cc12	-3.8%	-0.3%	-0.8%	u	-3.0%	-5.3%	-11.8%	1.8	-2.3%
CC1=CCC2C(=O)N(c3ccccc3OC(=O)c3ccccc3F)C(=O)C2C1 (stereo unspecified)	0.2%	-14.3%	13.1%	130.9%[activator]	-0.4%	1.6%	0.4%	-2.6	-12.7%
NC(=O)C1CC(=O)N(c2ccc(OCc3ccccc3Cl)cc2)C1 (stereo unspecified)	1.5%	-15.8%	0.9%	38.6%[activator]	1.2%	-2.8%	-13.7%	-2.6	-3.5%[60.1 µM]
CCOc1ccc(N(C)S(=O)(=O)c2ccc(-c3cc(C)no3)s2)cc1	4.1%	u	-1.9%	-8.1%	-2.2%	-7.6%	-14.9%	-1.9	-5.2%

As a working copy, part of the list above.
SMILES	APE1 inh	Apoferritin bind	Pol beta inh	Pol iota inh	Glioma ERSR ind	BLM helicase inh	POLH inh	LDHA block	Pol kappa inh
Cc1ccc(S(=O)(=O)NCC(=O)NCC(=O)OC(C(=O)NC(N)=O)C(C)C)cc1C (stereo unspecified)	0.8%	5.3%	1.2%	4.1%	1.0%	-2.9%	-2.9%	2.4	0.5%
CN(C)Cc1c(O)ccc2oc(Cc3ccccc3)cc12	-3.8%	-0.3%	-0.8%	u	-3.0%	-5.3%	-11.8%	1.8	-2.3%
CC1=CCC2C(=O)N(c3ccccc3OC(=O)c3ccccc3F)C(=O)C2C1 (stereo unspecified)	0.2%	-14.3%	13.1%	130.9%[activator]	-0.4%	1.6%	0.4%	-2.6	-12.7%
NC(=O)C1CC(=O)N(c2ccc(OCc3ccccc3Cl)cc2)C1 (stereo unspecified)	1.5%	-15.8%	0.9%	38.6%[activator]	1.2%	-2.8%	-13.7%	-2.6	-3.5%[60.1 µM]
CCOc1ccc(N(C)S(=O)(=O)c2ccc(-c3cc(C)no3)s2)cc1	4.1%	u	-1.9%	-8.1%	-2.2%	-7.6%	-14.9%	-1.9	-5.2%

Continued.
SMILES	APE1 inh	Apoferritin bind	Pol beta inh	Pol iota inh	Glioma ERSR ind	BLM helicase inh	POLH inh	LDHA block	Pol kappa inh
CCCCCC(=O)OC(CN1CCCCC1)CN1CCCC1=O (stereo unspecified)	-5.2%	-6.4%	7.7%	-4.0%	-4.4%	0.6%	-1.1%	-6.2	0.7%
CCOC(=O)Nc1cc(C)c(Cl)cc1OC	-5.7%	-8.7%	7.4%	8.1%	-5.4%	0.1%	-19.1%	1.8	-3.9%
O=C(COc1ccccc1-c1ccccc1)Nc1ccc(S(=O)(=O)NCc2ccco2)cc1	u	41.4%[activator]	1.4%	15.8%	-7.3%	-4.5%	-18.3%	-1.9	-1.4%
CC(=O)OC[C@@]1(O)C[C@]23CCC4c5ccoc5CC[C@@]4(C)C2CCC1C3 (stereo partly specified)	1.9%	-6.4%	x	x	-2.2%	-3.5%	x	x	-14.8%[60.1 µM]
COc1ccc(CCN(C)C(=O)c2ccc(C)c(S(=O)(=O)N3CCCCC3)c2)cc1OC	5.3%	x	x	9.7%	-5.2%	x	-13.3%	2.2	13.5%
Cc1csc(NC(=O)C2CCCCN2S(=O)(=O)c2ccccc2)n1 (stereo unspecified)	0.5%	-3.5%	1.8%	105.1%[activator]	-5.4%	-1.3%	-15.0%	-1.5	1.4%
COc1ccc(S(=O)(=O)/C(C#N)=C/Nc2ccccc2F)cc1	6.2%	-2.3%	u	12.8%	-4.6%	-4.9%	-20.5%	0.0	3.4%
CCOCCCn1c(=NC(=O)c2cccs2)c(C#N)cc2c(=O)n3ccccc3nc21	-4.2%	304.5%[activator]	-9.0%	129.4%[activator]	-3.9%	-5.8%	4.0%	-5.5	-5.9%
COc1cc(/C=C/C(=O)OCC(=O)Nc2cc(C)on2)ccc1OCC#N	17.8%	x	x	17.1%	-2.6%	x	-15.5%	4.0	3.6%
CSc1ccc(CN(C)CC(=O)NC(C)c2ccccc2)cc1 (stereo unspecified)	-2.3%	-14.1%	0.0%	93.9%[activator]	-2.8%	7.2%	u	-7.4	-42.1%
COc1ccc(/C=C/C(=O)OCC(=O)NC2CCCCC2C)c(OC)c1 (stereo unspecified)	8.4%	x	x	41.3%[activator]	-3.5%	x	-5.5%	-10.4	-3.1%
O=C(COc1cccc2ccccc12)Nc1cc(S(=O)(=O)N2CCOCC2)ccc1N1CCOCC1	2.0%	-9.9%	-1.6%	x	x	-1.8%	x	x	x
CCCn1c(SCC(=O)Nc2ccccc2C(=O)OC)nc2c1c(=O)n(C)c(=O)n2C	1.8%	1.8%	5.0%	23.2%	-0.7%	-0.5%	u	0.0	-1.2%
Cn1c(CNc2nc(-c3ccccc3)cs2)nnc1SCC(=O)N1CCc2ccccc21	-1.0%	6.5%	3.5%	5.6%	-3.8%	-11.4%	-5.0%	-2.9	-7.1%
CCCSc1nc(C)cc(C)c1S(C)(=O)=O	-1.7%	-7.6%	1.2%	25.7%	-1.5%	-5.8%	-9.4%	-0.4	-7.1%
C[C@@H]1C(c2ccc(F)cc2)=NN(c2ccccc2)[C@H]1C(=O)N1CCOC1=O	-21.5%&-11.7%	126.9%[activator][110 µM]	x	-0.8%	-2.7%&-3.0%	-6.5%[75.6 µM]	-15.1%	-1.0	u
COc1ccc2c(c1)c1c(c(=O)n(-c3ccccc3)c(=O)n1CC(=O)NCc1ccc(C)cc1)n2C	x	4.9%	10.5%	9.8%	-1.9%	-5.8%	-5.0%	-2.6	0.2%
Cc1ccc(-c2nnn(CC(=O)N(Cc3ccco3)C(C(=O)NC(C)(C)C)c3cccs3)n2)o1 (stereo unspecified)	-6.5%	-20.4%	-8.9%	u	-2.5%	-7.9%	-6.3%	4.7	-4.5%
COc1cccc(CNC(=O)CSc2ccc(-c3sc(-c4ccccc4)nc3C)nn2)c1	x	-10.4%	0.9%	12.4%	-1.3%	-3.0%	-17.7%	-5.0	-22.3%
COc1cc(/C=N/N=C(\N)c2nonc2N)ccc1O	8.5%	-10.9%	41.0%	-8.7%	4.9%	0.1%	-11.8%	2.6	-4.7%
CCOc1ccc(-n2c(SCC(=O)Nc3ccc(OC)cc3OC)nc3c(c2=O)SCC3)cc1	6.5%	-11.0%	39.4%	-4.0%	-5.9%	-7.7%	-11.7%	0.3	5.6%
O=C(c1ccccc1)N1CCn2c(nc3ccccc32)C1	5.2%	-14.9%	5.2%	17.8%	-2.1%	-0.6%	-10.8%	-0.6	-13.3%
COc1ccc(S(=O)(=O)N2N=C(C)Oc3ccccc3C2=O)cc1	-5.4%	-8.9%	8.2%	38.0%[activator]	-1.1%	0.3%	-11.7%	-0.2	-11.5%
O=C(NCC1COc2ccccc2O1)c1ccc(Br)s1 (stereo unspecified)	-0.2%	-7.8%	9.5%	17.5%	7.2%	-5.3%	-19.0%	0.1	6.0%
Cc1cc(C)n(CCC(=O)N/N=C/c2cccc([N+](=O)[O-])c2)n1	-0.1%	-9.3%	-16.6%	-1.9%	-1.4%	-1.2%	-1.8%	-4.3	-7.2%
CCOC(=O)c1c(C)cccc1OCC(N)=O	2.4%	-0.6%	-1.7%	17.0%	-4.0%	-2.0%	-19.0%	-4.4	-2.5%
COc1ccccc1-c1cc(C(=O)NCCCN2CCOCC2)no1	17.1%	-11.8%	27.0%	13.6%	-1.8%	0.8%	0.1%	-3.7	2.0%
O=C(C1CCCO1)N1CCN(C(=S)NC2CC2)CC1 (stereo unspecified)	9.5%	-2.0%	79.0%[activator]	-18.2%	-3.5%	0.4%	-12.1%	-0.4	4.0%
O=C(O)c1cccc(COc2cccc3ccccc23)c1	x	x	x	137.7%[activator]	-12.5%	x	-0.8%	0.7	-11.2%
Cc1ccc(NS(=O)(=O)c2ccc3nc(-c4ccccc4)[nH]c3c2)c(Cl)c1	x	-9.8%	-3.0%	13.5%	-3.2%	-1.2%	-20.2%	3.0	-2.9%
